Screening data: PubChem BioAssay, The Scripps Research Institute Molecular Screening Center
GalR3 antagonist: antagonists of human GalR3; AID 651719; O60755; HEK293 GalR3-CNG cAMP membrane potential fluorescence; galR3 body fused to GalR1 C-terminus; inhibition, % at 3 µM; 360,000 tested, 0.44% active;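 active = inhibition above the screen-wide average plus 3 SD, cut at about 13% in these data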;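 also: forskolin and galanin both at EC90 stimulate the cells; cAMP rise reported by CNG channel membrane potential dye signal; 0% = forskolin plus galanin with DMSO and 100% = forskolin alone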
Target sequence (O60755 1-299 limits assumed): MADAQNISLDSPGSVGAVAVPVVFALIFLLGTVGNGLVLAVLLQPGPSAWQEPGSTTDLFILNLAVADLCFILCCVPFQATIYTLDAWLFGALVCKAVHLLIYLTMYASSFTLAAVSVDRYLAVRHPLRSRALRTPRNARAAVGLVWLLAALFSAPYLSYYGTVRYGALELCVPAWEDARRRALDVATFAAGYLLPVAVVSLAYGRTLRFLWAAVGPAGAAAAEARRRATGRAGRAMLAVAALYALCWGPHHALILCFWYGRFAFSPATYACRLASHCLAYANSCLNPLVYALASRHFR
V1R ag counter: counter-screen for oxytocin receptor agonists: human V1a receptor agonists | 320,000 tested, 0.25% active | CHO-V1R cells, Fluo-8 calcium fluorescence, agonist mode; 0% DMSO, 100% 3 nM vasopressin | activation, % at 3 µM | P37288;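 active = activation above the mean activation of all tested compounds plus 3 SD, per screening run, cut at about 20% in these data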;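 also: signal is peak over basal fluorescence ratio across a 100 second FLIPR read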
OXTR agonist: human OXTR agonism. P30559. CHO-OTR cells, Fluo-8 calcium fluorescence; normalized: DMSO 0%, oxytocin 100%. activation, % at 3 µM. 320,000 tested, 0.32% active. AID 2435;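 active = activation above the mean of all tested compounds plus 3 SD, cutoff set per screening run, cut at about 20% in these data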;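 also: peak over basal fluorescence ratio from a 100 s FLIPR kinetic read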
Target sequence (P30559 whole entry, looked up): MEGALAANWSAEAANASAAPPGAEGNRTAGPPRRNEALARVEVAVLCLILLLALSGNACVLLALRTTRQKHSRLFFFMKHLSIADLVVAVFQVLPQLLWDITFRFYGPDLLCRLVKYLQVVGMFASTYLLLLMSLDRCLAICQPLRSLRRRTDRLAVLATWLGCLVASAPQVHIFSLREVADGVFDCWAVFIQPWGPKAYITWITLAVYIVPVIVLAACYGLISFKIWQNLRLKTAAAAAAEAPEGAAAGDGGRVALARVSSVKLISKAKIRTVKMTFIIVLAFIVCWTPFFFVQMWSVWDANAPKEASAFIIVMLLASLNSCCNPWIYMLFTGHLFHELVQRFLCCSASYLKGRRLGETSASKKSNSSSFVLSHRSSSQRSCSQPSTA
Active calls of the source: *; & = joins results of further samples. A portion of the library (hit frequency here may not be typical).

Molecule	OXTR agonist	V1R ag counter	GalR3 antagonist
CCc1ccccc1NC(=O)CN1CCN(C(=O)CNC(=O)c2ccccc2F)CC1	1.1	1.7	-2
Cc1cc(OCC(=O)NCC(c2ccc(F)cc2)N2CCOCC2)ccc1Cl (stereo not drawn)	2.6	3.5	-5
Cc1cnc(C(=O)OCC(=O)Nc2ccc3c(c2)OCCO3)cn1	-0.4	0.6	-6
O=C(CN1C(=O)C(=O)N(C2CCCC2)C1=O)Nc1cc(Cl)ccc1[N+](=O)[O-]	2.7	0.8	-6
COc1ccc(-c2nn(Cc3ccccc3)cc2C(=O)N2CCN(c3ccccn3)CC2)cc1OC	0.6	0.7	-1
CCC1(CC)NC(=O)N(CC(=O)OC(C)C(=O)Nc2ccc(NC(C)=O)cc2)C1=O (stereo not drawn)	0.6	0.0	7
O=C(CNC(=O)c1ccc(Cl)cc1)NNc1c(F)c(F)cc(F)c1F	0.5	1.2	-4
Cc1c(C(=O)NCC(c2ccco2)N2CCCC2)sc2ccccc12 (stereo not drawn)	0.1	0.1	-5
CC(=O)c1ccccc1OC(=O)c1ccc(-c2ccccc2)cc1	-2.5	0.9	-8
O=C(NN=Cc1ccc(O)cc1O)c1ccccc1NS(=O)(=O)c1cccs1	0.4	1.7	-5
CC1(C)C(=O)N(c2ccccc2)C(=O)c2ccccc21	-1.0	1.0	-2
Cc1cccc(OCC(=O)N(Cc2ccccc2)c2c(N)n(Cc3ccccc3)c(=O)[nH]c2=O)c1	1.2	-0.6	-5
COc1ccc(NC(=O)CSCC(=O)Nc2nnc(C)s2)cc1	1.6	-0.2	-4
COc1ccc(C(C)(C)C)cc1NC(=O)COC(=O)C1=NNC(=O)CC1	0.8	0.7	-7
COc1ccc2oc(C(=O)N3CCN(S(=O)(=O)c4ccc(F)cc4)CC3)c(C)c2c1	3.5	4.0	-6
CC(=O)Nc1ccc2c(COC(=O)[C@@H](NS(=O)(=O)c3ccc(C)cc3)C(C)C)cc(=O)oc2c1	0.5	1.8	4
Cc1ccc(CNC(=O)c2ccc(N3CCC4(CC3)CC(c3cccc(Br)c3)=NO4)c(NC(=O)c3ccco3)c2)cc1	1.3	1.1	-5
CCNC(=O)NC(=O)COC(=O)c1cccc(S(=O)(=O)N2CC3(C)CC2CC(C)(C)C3)c1 (stereo not drawn)	-1.5	1.0	-3
CC1CCCCN1C(=O)CSc1nc(N)nc(N)n1 (stereo not drawn)	0.3	1.4	0
COc1ccccc1N(CC(=O)N/N=C(\C)c1ccc(F)cc1)S(=O)(=O)c1ccccc1	-1.3	-0.6	-5
FC(F)Oc1ccc(C2=Nn3c(nnc3-c3ccccc3Cl)SC2)cc1OCC1CC1	1.5	0.0	-5
CC(C)NC(=O)C(=O)Nc1ccc2c(c1)N(S(=O)(=O)c1cccs1)CCC2	-1.2	0.4	-3
CN(C(=O)c1ccc(NC(=O)Cc2cccc(NC(=O)C3CCCN(C(=O)C4CCCCC4)C3)c2)cc1)C1CCCC1 (stereo not drawn)	-0.4	1.5	-3
CCN(CC(=O)Nc1ccccc1C(F)(F)F)C(=O)c1ccccc1Cc1ccccc1	-2.1	-1.4	-5
O=C1COc2ccc(C(=O)COC(=O)c3c(F)cccc3Cl)cc2N1	3.9	5.6	-1
COc1ccccc1NC(=O)C(C)OC(=O)Cn1cnc2c1c(=O)n(C)c(=O)n2C (stereo not drawn)	0.6	0.4	-4
C[C@@H](NC(=O)c1[nH]cnc1C(=O)Nc1nccs1)c1ccccc1	-1.1	-0.3	-4
CC(C)(C)c1ccc(C(=O)NCc2ccco2)cc1	-3.2	-0.9	-5
O=C1ON=C(c2ccc(Cl)c([N+](=O)[O-])c2)/C1=C/c1cccc([N+](=O)[O-])c1O	0.4	1.2	-3
COc1ccc(NC(=O)CCN2C(=O)NC3(CCCC3)C2=O)cc1Cl	0.9	0.8	-8
O=C(COC(=O)c1ccccc1OCc1ccc(Cl)cc1)NCC1CCCO1 (stereo not drawn)	-2.1	-1.9	-1
O=C(c1cccc(NS(=O)(=O)c2ccc(F)cc2)c1)N1CCN(c2ccccc2)CC1	0.7	-1.1	-1
Cc1c(C)n2c(SCC(=O)N3CCCCCC3)nnc2[nH]c1=O	-0.4	-0.1	-5
COc1cc(OC)cc(C(=O)NC(C(=O)Nc2ccc3nc(C)sc3c2)C(C)C)c1 (stereo not drawn)	-2.3	-1.7	-3
Cc1ccc(NC(=O)C(=O)NCC2CCCN2S(=O)(=O)c2cccs2)cc1 (stereo not drawn)	-0.5	0.7	-3
Cc1cc(C)n2c(SCC(=O)Nc3cc(S(=O)(=O)N(C)C)ccc3C)nnc2n1	1.5	1.2	-2
COc1ccc2nc(SCC(=O)c3c(N)n(C4CC4)c(=O)[nH]c3=O)[nH]c2c1	0.7	-0.1	3
Cc1ccc(NC(=O)CSCC(=O)NNC(=O)c2nn(C)c(=O)c3ccccc23)cc1	-1.0	-0.1	-6
CCOc1ccc(OCCC(=O)OCC(=O)Nc2cc(C)nn2-c2ccccc2)cc1	-1.9	1.8	-4
C=CCC[C@@H](Cc1ccc(F)cc1)C(=O)OC[C@@H](NC(=O)[C@@H](CC=C)CC(=O)N[C@@H](CO)Cc1ccccc1)C(C)(C)C	2.1	1.1	-7
O=C(COC(=O)c1ccc2c(c1)OCO2)NC1CCCCC1	-0.1	-0.1	-6
O=C(NCC(c1cccs1)N1CCOCC1)c1cnc(Cl)c(Cl)c1 (stereo not drawn)	0.7	0.0	-5
CN(C(=O)CSc1nc2ccccc2n1C)C1CCS(=O)(=O)C1 (stereo not drawn)	-1.2	-0.2	-8
O=C(OCC(=O)N1CCOCC1)c1cccc(S(=O)(=O)Nc2ccc(F)cc2)c1	3.0	1.3	2
Cc1cccc(N=C2SC(C)CN2C(=O)CN2C(=O)NC3(CCCC3)C2=O)c1 (stereo not drawn)	1.5	0.1	-4
CCOc1ccc(NC(=O)CN(C)C(=O)c2cc3c(s2)CCCCC3)cc1OCC	-1.6	-0.6	-5
COc1cccc(NC(=O)CN(C)C(=O)c2cc(-c3ccc(C)o3)nc3ccccc23)c1	1.8	2.8	-6
CC(OC(=O)Cc1ccc(Br)cc1)C(=O)NC1CCCC1 (stereo not drawn)	0.5	0.3	-5
Cc1ccn2c(NC3CCCCC3)c(-c3cccc(SC4CCCCC4)c3)nc2c1	-0.1	0.4	-2&-8
O=C(CNS(=O)(=O)c1cccc(F)c1)OCC(=O)N1CCCC1=O	0.8	0.7	-5
CC1CCCC(NC(=O)C2CCN(C(=O)Nc3ccccc3)CC2)C1C (stereo not drawn)	-1.2	0.0	-2
Cc1sc2ncnc(N3CCC(C(=O)Nc4nc5ccc(Cl)cc5s4)CC3)c2c1C	-0.7	-1.1	-4
COc1ccc(OC)c(NC(=O)CSc2nc(=O)n(CCN3CCOCC3)c3c2CCCC3)c1	-1.2	-1.0	-5
O=C(CNC(=O)Cc1ccccc1)NCc1cccs1	1.5	1.1	-1
Cc1nc2ccc(Oc3ccccc3)cc2s1	-2.1	-0.7	-4
COc1ccc(NC(=O)COC(=O)c2ccc(-n3nc(C)cc3C)cc2)cc1OC	6.2	6.6	-3

The list goes on.
Molecule	OXTR agonist	V1R ag counter	GalR3 antagonist
COc1ccccc1OCCNC(=O)c1cccc(S(=O)(=O)N2CCN(Cc3ccccc3)CC2)c1	2.1	5.6	-2
CCNC(=O)N(C)C[C@H]1N[C@@](CC)(C(=O)OC)[C@H]2C(=O)N(Cc3ccccc3)C(=O)[C@@H]12	1.4	0.9	-5
C=CC(=O)Nc1ccc(N(C)c2ccnc(Nc3ccc(N4CCN(C)CC4)cc3)n2)cc1	0.2	-0.5	0
CC(=O)c1c(C)[nH]c(C(=O)OCC(=O)N2CC(C)OC(C)C2)c1C (stereo not drawn)	1.1	1.8	0
CN(CC(=O)Nc1ccccc1C(F)(F)F)C(=O)c1cc(Cl)nc2ccccc12	-0.7	0.4	-2
O=C(c1ccc(N2CCCC2=O)cc1)N1CCN(c2ccccc2Cl)CC1	3.2	4.8	-4
O=C(c1ccc(N2CCOCC2)c([N+](=O)[O-])c1)N1CCCC(C(F)(F)F)C1 (stereo not drawn)	0.8	-0.1	2
COc1ccc(C(=O)OCc2cc(=O)n3ccsc3n2)cc1F	1.6	2.3	-2
O=C(OCC(=O)c1c[nH]c2ccccc12)c1cncc(Br)c1	4.4	1.9	-4
Cc1cnc(C(=O)OC(C)C(=O)Nc2ccc(Cl)cn2)cn1 (stereo not drawn)	1.4	-0.5	-4
COc1ccc2c(c1)OC[C@H]1[C@H]2N2C(=O)CN(Cc3ccc(F)cc3)C(=O)[C@@]2(C)[C@H]1c1ccccc1	2.2	2.4	-7
CSc1ccc(S(=O)(=O)NCC(=O)OCC(=O)N2CC(C)CC(C)C2)cc1[N+](=O)[O-] (stereo not drawn)	2.9	0.0	2
CCn1c(SCC(=O)OC)nc2cc(S(=O)(=O)N3CCOCC3)ccc21	1.4	-0.3	-3
COc1ccc(S(=O)(=O)N2CCCCCC2)cc1NC(=O)c1ccccc1F	-0.9	0.8	-3
CCC1(c2ccccc2)NC(=O)N(CC(=O)Nc2ccc(N3CCCC3)cc2C)C1=O (stereo not drawn)	0.3	0.4	-2
O=C(O)C(Cc1ccccc1)NC(=O)C(Cc1ccccc1)NC(=O)C12CC3CC(CC(C3)C1)C2 (stereo not drawn)	-0.8	-0.1	0
CCCNC(=O)C(Cc1ccc(OC)cc1)NC(=O)c1ccc(C#N)cc1 (stereo not drawn)	-0.4	-0.2	-6
CN(CC(=O)Nc1c(Cl)cccc1Cl)C(=O)CNC(=O)c1ccc2c(c1)OCO2	0.6	0.2	-2
COc1ccc(/C=C/C(=O)OCC(=O)NCCCc2ccccc2)cc1OC	-0.6	0.1	-4
COc1ccc(S(=O)(=O)NCc2ccncc2)cc1NC(=O)c1ccccc1	-0.2	0.4	-5
CC(OC(=O)c1cccs1)C(=O)NC1CCCCC1C (stereo not drawn)	-0.4	-0.9	1
Cc1cc(C)nc(SCC(=O)NC2CCCCC2C)n1 (stereo not drawn)	-1.4	-0.3	-3
Cc1ccc(S(=O)(=O)N2CCOCC2)cc1NC(=O)CSc1nnc(NC2CC2)s1	0.1	0.3	2
O=C(NC1=NCCS1)C1CCN(S(=O)(=O)c2ccccc2C(F)(F)F)CC1	1.8	0.3	-4

Compound profiles (already shown). Order of screens: OXTR agonist, V1R ag counter, GalR3 antagonist
CCCNC(=O)C(Cc1ccc(OC)cc1)NC(=O)c1ccc(C#N)cc1 (stereo not drawn) reads -0.4, -0.2, -6
O=C(NC1=NCCS1)C1CCN(S(=O)(=O)c2ccccc2C(F)(F)F)CC1 reads 1.8, 0.3, -4
CC(OC(=O)c1cccs1)C(=O)NC1CCCCC1C (stereo not drawn) reads -0.4, -0.9, 1
COc1ccc(/C=C/C(=O)OCC(=O)NCCCc2ccccc2)cc1OC reads -0.6, 0.1, -4

Next section:
Molecule	OXTR agonist	V1R ag counter	GalR3 antagonist
Cc1ccc(S(=O)(=O)N2[C@@H](c3ccc(F)cc3)C(C(=O)O)=CC[C@H]2c2ccc(Cl)cc2)cc1	-1.3	6.2	8
O=C(COC(=O)c1cc(=O)c2ccccc2o1)Nc1cc(Cl)ccc1Cl	-1.0	0.7	0
O=[N+]([O-])c1ccc(S(=O)(=O)Nc2cccc(-c3ccc(N4CCOCC4)nn3)c2)cc1	0.2	0.9	-4
CC1CCCC(NC(=S)NC(=O)c2ccco2)C1C (stereo not drawn)	-0.4	0.0	-3
Nc1ccccc1C(=O)NC1CCCNC1=O (stereo not drawn)	0.4	0.5	-8
CCc1ccccc1NC(=O)CNC(=O)c1ccc(-n2cncn2)c([N+](=O)[O-])c1	-0.4	0.0	-4
CSCCC(NC(=O)c1ccco1)C(=O)NCCc1ccc(Cl)cc1 (stereo not drawn)	4.4	3.2	-5
COc1ccc2nc(NC(=O)CN3C(=O)NC4(CCCC4)C3=O)sc2c1	1.2	0.7	-4
O=C(NCC1CCCO1)c1ccccc1OCc1ccc(F)cc1 (stereo not drawn)	-1.3	-1.6	-3
Fc1cccc(CNc2ncnc3ccc(-c4ccc5c(c4)OCO5)cc23)c1	-1.5	-1.1	-2
Cc1c(NC(=O)COc2cccc(Cl)c2Cl)c(=O)n(-c2ccccc2)n1C	0.3	0.4	0
